ELG1 repair inh – inhibitors of ELG1-dependent DNA repair in HEK293T cells; AID 504467; Potency, µM (top dose mostly 46.1 µM), without a hit: top-dose activity change, negative = inhibition, actives largely listed as inhibitors; 330,000 compounds, 2.3% hits; HEK293T ELG1-luciferase reporter, luminescence, 16 h; DNA damage induced by 5-fluorouridine; note: potency is the fitted concentration of half-maximal effect; % is set by controls: 0 for no effect and ±100 for the full control effect; nearly all actives have a fitted effect of over 55% in size
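Overnight (16 hr) co-exposure of 2,000 cells/well to 5-fluorouridine and compound at 37 °C preceded detection. Luciferase was quantified via ONE-Glo luminescence; loss of signal denotes inhibition.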
p53 reactivator – re-activators of mutant p53; H1299 p53-A138V BP100-luciferase reporter, luminescence, 24 h; Potency, µM (highest dose often 92.2 µM), for inactives: top-dose activity change, positive = activation, usual class: activators; 320,000 compounds, 0.063% hits; AID 504706; note: potency is the fitted concentration of half-maximal effect; % of control where 0% means no effect; nearly all actives have a fitted effect of over 45% in size
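H1299 (p53-null), stable ts p53-A138V + BP100-Luc; 1000 cells/well, Opti-MEM/10% FBS; cpd 4 pt, 1:5; 24 h, 37 deg C, 5% CO2; detection reagent 10 min RT; luminescence.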
AT treatment – potential ataxia-telangiectasia treatments restoring KAP-1 phosphorylation. […] A-T fibroblasts, KAP-1 phosphorylation AlphaLISA; neocarzinostatin DNA damage 30 min before lysis. Potency, µM (doses to about 57.5 µM), inactives show at the highest dose activation, hits mostly activators. AID 485349. 320,000 compounds, 0.19% hits; note: potency is the fitted concentration of half-maximal effect; % of control where 0% means no effect; nearly all actives have a fitted effect of over 45% in size
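hTERT-immortalized A-T patient fibroblasts ([…]), 500 cells/well in OPTI-MEM, 1% FBS, got compounds for 60 min, then NCS for 30 min at 37C. Lysates were then assayed for phospho-KAP-1 by AlphaLISA (anti-pKAP1 donor, anti-KAP1 acceptor beads), 6 hr at 25C.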
PTAP TSG101 blk – blocks PTAP/TSG101 interaction to inhibit HIV-1 budding | 340,000 tested, under 10 active | Potency, µM (series often up to 115 µM), inactives show at the highest dose activity change, negative = inhibition, usual class: inhibitors | Q99816 | Fluorescence polarization, FITC-PTAP peptide / Tsg101 binding; active = well fitted inhibition curve with a large enough effect in the main read-out, with a control signal flat, not every such curve was filed as active; inconclusive = small, poorly fitted or top-dose-only effect, or effect the other way, or a change in a side signal; inactive = no such curve, though single readings can be large or run the other way; note: potency is the fitted concentration of half-maximal effect; % of control where 0% means no effect
Target sequence (Q99816 whole entry, looked up): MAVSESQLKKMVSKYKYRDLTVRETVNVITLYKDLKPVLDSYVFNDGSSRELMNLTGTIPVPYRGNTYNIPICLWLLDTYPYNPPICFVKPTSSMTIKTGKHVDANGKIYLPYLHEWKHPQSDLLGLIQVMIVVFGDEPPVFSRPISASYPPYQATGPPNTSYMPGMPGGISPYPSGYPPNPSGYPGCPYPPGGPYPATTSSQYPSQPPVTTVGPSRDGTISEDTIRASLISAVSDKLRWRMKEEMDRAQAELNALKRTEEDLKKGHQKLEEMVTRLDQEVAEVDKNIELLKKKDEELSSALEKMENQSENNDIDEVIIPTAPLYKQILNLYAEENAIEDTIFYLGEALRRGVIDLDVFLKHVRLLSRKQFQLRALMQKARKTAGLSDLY
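Tsg101 binding domain (10 uM final) was mixed with compound and a FITC-labeled PTAP peptide (50 nM final) in HEPES pH 7.5 buffer with NaCl, Tween 20, EDTA and TCEP; fluorescence polarization was read after 20 min at r.t.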
BRCA1 expr up – BRCA1 expression activation | MCF7-BRCA1-FFLuc reporter, luminescence, 48 h; response scale: scaled: vehicle 0%, 10 µM genistein 100% | 380,000 compounds, 1.1% hits | AID 624202 | Potency, µM (top dose mostly 46.1 µM), without a hit: at the top dose activation, usual class: activators; note: potency is the fitted concentration of half-maximal effect; nearly all actives have a fitted effect of over 80% in size; some results filed as inactive show a strong effect at the top dose
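MCF7-BRCA1-FFLuc cells, 2000/well in phenol-red-free MEM, attached 2 h then treated 48 h at 37 C. Luciferase luminescence read 15 min after reagent; normalized to genistein maximum activation (10microM) and DMSO, concentration-response fitted.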
TCR act – T cell receptor activation; Potency, µM (titrated, usually from 9.22 µM), for inactives: at the top dose activation of IL-2 secretion, most hits filed as activators; primary human leukocytes, anti-CD3, IL-2 HTRF, 48 h; 330,000 tested, under 10 active; note: % of control where 0% means no effect
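Primary human leukocytes incubated 48 hr with anti-CD3 beads plus compound, without co-stimulation. Secreted IL-2 measured by HTRF (europium cryptate/d2 anti-IL-2 pair, 320 nm excitation, 665 nm emission).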
Integrin act MD – activates integrin-mediated alleviation for muscular dystrophy; 350,000 compounds, 0.064% hits; AID 624291; alpha7betagal myoblasts, beta-gal FDG fluorescence, 48 h; Potency, µM (doses to about 38.3 µM), inactives show at the top dose activation, most hits filed as activators;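 note: potency is the fitted concentration of half-maximal effect; 100% = response of the positive control SU9516; nearly all actives have a fitted effect of over 60% in size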
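Alpha7betagal+/- myoblasts (passage 13) were plated 16-24 hr, then exposed to compounds (1:260 dilution of DMSO stock) for 48 hours at 37C. After MPER lysis, β-galactosidase reporter activity was read as FDG fluorescence (ex 480/em 540) after 30 minutes.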
TRPV1 ag – agonists of human vanilloid receptor 1 (TRPV1); Q8NER1; TRPV1-expressing cells, Fluo-8 calcium influx, agonist mode; activation, % at 8.33 µM; 320,000 compounds, 0.19% hits; AID 540275; in the data active = activation above about 80%; inconclusive = between about 30% and that limit; note: 0% is about no effect
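TRPV1-expressing cells were cultured overnight at 35.5C and loaded with Fluo-8 calcium dye for 40 to 90 min at room temperature. After a 10 s baseline, compound was added and calcium influx was read kinetically for 3 min (ex 480/em 520 nm).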
B2AR arrestin – beta2AR (human) beta-arrestin recruitment activity; P07550; beta-arrestin recruitment to beta2AR, cell-based reporter; Potency, µM (highest dose often 46.1 µM), without a hit: top-dose activation, most hits filed as activators; 330,000 compounds, 0.02% hits;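 note: potency is the fitted concentration of half-maximal effect; 0% = DMSO controls and full agonism = EC100 isoproterenol or metaproterenol; nearly all actives have a fitted effect of over 65% in size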
Target sequence (P07550 whole entry, looked up): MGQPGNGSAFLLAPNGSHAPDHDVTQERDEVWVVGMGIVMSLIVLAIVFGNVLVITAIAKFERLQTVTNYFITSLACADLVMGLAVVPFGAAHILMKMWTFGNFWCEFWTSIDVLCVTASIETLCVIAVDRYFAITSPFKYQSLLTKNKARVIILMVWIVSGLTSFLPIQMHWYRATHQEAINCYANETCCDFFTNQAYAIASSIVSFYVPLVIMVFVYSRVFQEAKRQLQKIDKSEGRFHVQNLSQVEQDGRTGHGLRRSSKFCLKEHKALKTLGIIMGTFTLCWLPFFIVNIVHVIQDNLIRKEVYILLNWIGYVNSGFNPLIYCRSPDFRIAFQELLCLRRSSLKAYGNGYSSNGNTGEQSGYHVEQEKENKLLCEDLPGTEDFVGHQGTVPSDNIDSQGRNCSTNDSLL
MLL CXXC-DNA inh – blocks binding of human MLL CXXC domain to DNA | Potency, µM (series often up to 115 µM), inactives show top-dose activity change, negative = inhibition, most hits filed as inhibitors | 290,000 compounds, 0.037% hits | MLL-CXXC / FITC-HOXA9 DNA fluorescence polarization | AID 2662; active = well fitted inhibition curve with a large enough effect in the polarisation, with a control signal flat, not every such curve was filed as active; inconclusive = small, poorly fitted or top-dose-only effect, or effect the other way, or a change in a side signal; inactive = no such curve, though single readings can be large or run the other way; the % refers to the polarisation; note: potency is the fitted concentration of half-maximal effect
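Steps: dispense CXXC domain solution (7 uM) → pin compounds or unlabeled HOX-A9 DNA control → 5 min ambient → add FLSN-HOX-A9 solution (50 nM) → spin → 30 min ambient → fluorescence polarization. Tris pH 7.5/NaCl/DTT/BSA buffer.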
* = called active by the depositor; ? = inconclusive; nt = not tested or not shown; [ ] = remark or other dose. Unless noted, calls come from the whole dose curve; as a rule, active = well fitted curve in the direction sought with a large enough effect; inconclusive = small, poorly fitted or top-dose-only effect, or another doubt; inactive = no such curve, though single readings can be large; an effect the other way counts as inactive or inconclusive.

SMILES | ELG1 repair inh | p53 reactivator | AT treatment | PTAP TSG101 blk | BRCA1 expr up | TCR act | Integrin act MD | TRPV1 ag | B2AR arrestin | MLL CXXC-DNA inh
Cc1sc2nc(C(C)C)oc(=O)c2c1C | 1% | 2% | 2% | -2% | -26% | -5% | 1% | 1 | 0.0% | -3%
Cn1c(CNS(=O)(=O)c2ccc(Cl)cc2)n[nH]c1=S | 9% | 2% | 0% | 1% | -2% | -8% | 12% | -1 | -0.5% | 1%
CC(C)(C)NC(=O)COC(=O)/C=C/c1ccc(F)cc1 | 4% | 19% | nt | -1% | 6% | 5%[46.1 µM] | ? | -2 | -0.3% | -9%
O=C(NCCC1CCCCN1S(=O)(=O)c1cccs1)C(=O)Nc1ccccc1F (stereo not given) | -14% | 4% | 3% | 0% | -26% | -2% | -10% | ? | 0.1% | nt
COCc1c(C(=O)OCc2nc3ccsc3c(=O)[nH]2)oc2ccccc12 | 24% | -2% | 4% | -14% | -3% | -3% | 1.1µM* | -2 | -0.3% | nt
CN(c1ccccc1)S(=O)(=O)c1cccc(C(=O)OCC(=O)NCc2ccccc2)c1 | -16% | -5% | -4% | -6% | -4% | 2% | 12% | nt | 3.2% | nt
NC1=NC[C@H](Cc2ccccc2)N1CCc1cc(C(F)(F)F)cc(C(F)(F)F)c1 | -1% | -3% | -14% | 2% | -37% | -4% | -42% | 12 | -0.7% | -13%
Cc1nc(C)n(C)c(=O)c1-c1ccccc1 | 11% | 2% | 1% | 2% | -9% | 1% | 0% | 2 | -0.3% | -2%
CCN(CC)C(=O)CC(c1ccc(F)cc1)c1ccc(OC)cc1 (stereo not given) | -5% | -2% | 0% | -4% | -31% | -2%[46.1 µM] | -9% | 24 | 0.6% | 0%
O=C(CSc1nc(-c2ccccc2)c(-c2ccccc2)o1)N1CCOCC1 | ? | -6% | -1% | -3% | -24% | 7% | -22% | nt | -0.3% | -10%
COc1ccc(NC(=O)C(NC(=O)c2ccc(C)cc2)c2ccccc2)cc1 (stereo not given) | 19% | 2% | -3% | -2% | 0% | 4% | -17% | -6 | -0.1% | 6%
COCCCNC(=O)c1c(N)n(-c2ccccc2)c2nc3ccccc3nc12 | ? | 0% | ? | -2% | -35% | 4% | 1% | ? | -0.7% | -13%
CCN(CC)CCCNC(=O)c1cn(C)c(=O)c2c1c1ccccc1n2C | 10% | -4% | 50% | -5% | -22% | 4% | -25% | 2 | -0.7% | 21%
Cc1ccccc1CSc1n[nH]c(NS(=O)(=O)c2ccccc2)n1 | -19% | 9% | 4% | -14% | 5% | 1% | 0% | 14 | 0.0% | 0%
CCN(CC(=O)Nc1ccccc1OC)Cc1csc(CC(=O)Nc2ccc(C)cc2)n1 | 9.2µM* | -9% | 13% | -7% | -52% | -1% | -47%[inhibitor] | nt | -0.5% | nt
Nc1nc(SCC(=O)Nc2ccc(OCc3ccccc3)cc2)n[nH]1 | ? | 6% | 1% | -5% | 10µM* | -6% | 7% | 11 | -0.5% | 1%
O=C(CN1C(=O)NC2(CCCCCC2)C1=O)NCc1ccccc1Cl | 0% | -1% | 1% | -1% | 3% | -3% | 13% | nt | 0.2% | nt
O=C(COC(=O)c1ccccc1NS(=O)(=O)c1cc([N+](=O)[O-])ccc1Cl)c1ccccc1 | 7% | 17% | 0% | nt | nt | nt | nt | 2 | 0.0% | 9%
COc1ccc(OCCSc2nnc(C)n2-c2ccccc2)cc1 | -13% | -6% | nt | 1% | -11% | -4%[46.1 µM] | 15%[7.66 µM] | 0 | -0.7% | -4%
CCCCN1CC(COCc2ccccc2)Oc2cccc(F)c2S1(=O)=O (stereo not given) | nt | nt | nt | 0% | 0% | 1% | -16% | nt | nt | nt
COC(=O)c1cc(-c2ccc(C)o2)nc2ccccc12 | 0% | 6% | 28% | -5% | -9% | 0%[46.1 µM] | -5% | 10 | 0.3% | 0%
O=C(NCc1ccncc1)C(=O)N/N=C/c1cccnc1 | -6% | 0% | 1% | 1% | -13% | -1% | 12% | -2 | 0.0% | 2%
O=C1NC(=O)N(Cc2ccccc2F)C1=O | 2% | -3% | 16% | -5% | 4% | 3% | -4% | 2 | -0.7% | 2%
COc1cc(C(F)(F)F)c(C(=O)N(C)Cc2ccc(Cl)c(Cl)c2)cn1 | -20% | -2% | -1% | -1% | -20% | 0% | 15% | 10 | 0.0% | -2%
C/C(=N\NC(=O)c1cc(C)nc2ccccc12)c1ccncc1 | 15% | -31%[inhibitor] | -8% | -7% | -23% | 7% | ? | 0 | 0.5% | -6%
C=CCn1c(SCc2nc3ccccc3[nH]2)nnc1-c1ccc(OC)cc1 | ? | 4% | 4% | -3% | -32% | 2% | -12% | 20 | -0.6% | -4%
Cc1nnsc1C(=O)N1CCCC(Nc2ccc(C(C)C)cc2)C1 (stereo not given) | -1% | 14% | 3% | -2% | -10% | -2% | -34% | ? | 0.1% | 25%
CCOC(=O)C1=C(CSc2nc(-c3ccccc3)ccc2C#N)OC(N)=C(C#N)C1c1ccc(OC)cc1 (stereo not given) | ? | 22% | 5% | 25% | 75% | 1% | -1% | 3 | -1.0% | 40%[activator]
CSc1nsc(SC)c1NC(=O)OC1CCCCC1 | nt | nt | nt | -5% | 0% | -3% | -24% | 23 | nt | 6%
COc1ccc(NS(=O)(=O)c2cccc(C(=O)NNC(=O)c3cccc(NC(C)=O)c3)c2)cc1 | 1% | 5% | 2% | 0% | 9% | -4% | 10% | -3 | 0.0% | nt
COc1ccc(N2CC(O)=C(c3nc4ccccc4s3)C2=N)cc1 | 0% | 10% | 0% | 4% | 0% | nt | 3% | 14 | -0.1% | 3%
COc1ccc(CCNC(=O)C/C(C)=N/NC(=O)C2CCCCC2)cc1OC | 16% | 6% | 8% | -10% | 14% | -5%[46.1 µM] | 0% | -1 | -0.5% | -5%
Nc1ncc2[nH]c(N)nc2n1 | nt | nt | nt | 0% | -4% | -1% | 0% | nt | nt | nt
CN1CCN(C2=Cc3cc(Cl)ccc3Sc3cc(F)ccc32)CC1 | -20% | 0% | 7% | 1% | -80%[inhibitor] | 3%[46.1 µM] | -64%[inhibitor] | 3 | -1.0% | 5%
CCOC(=O)N1CCN(S(=O)(=O)c2c(C)nc3sccn3c2=O)CC1 | -1% | -7% | 4% | -6% | 0% | -5% | -20% | 0 | -1.9% | 3%
CC(C)CNS(=O)(=O)c1ccc(CCC(=O)NCCc2ccccc2)cc1 | -14% | 11% | -7% | -2% | 1% | 6% | 14% | 1 | -0.2% | 9%
CCCc1nn(C)c2c(=O)[nH]c(-c3cc(S(N)(=O)=O)ccc3OCC)nc12 | -11% | 0% | -2% | -3% | -2% | -4% | 0% | -1 | -0.4% | ?
COC(=O)C1CN(C(=O)COc2cc(C)c(Cl)c(C)c2)c2ccccc2O1 (stereo not given) | 7% | 1% | -13% | -3% | -21% | 2% | 5% | -2 | 0.5% | 10%
COCC(=O)N/N=C\c1cccc(OC)c1OC/C=C/c1ccccc1 | ? | -20% | 15% | 0% | -34% | -4% | -24% | 1 | -0.3% | -1%
O=C1/C(=C/c2cccnc2)SC(=S)N1N1CCOCC1 | 0% | 12% | 6% | -2% | 22% | -1% | 0% | 0 | -0.6% | 8%
Cc1ccc(C)c(Cn2nnc3c(=O)[nH]c(C4CCCN(C(=O)c5ccco5)C4)nc32)c1 (stereo not given) | -13% | -3% | -2% | -5% | -7% | -4% | -12% | -1 | -0.2% | 0%
O=c1nc2ccccc2c(NS(=O)(=O)c2ccccc2)n1-c1ccccc1 | 2% | -4% | -12% | 2% | 14% | -6% | ? | 6 | 0.3% | 7%
Nc1ccnc(Oc2ccc(F)cc2)c1 | ? | 25% | -12% | 1% | ? | -1%[46.1 µM] | 8% | 1 | -0.3% | 9%
O=C(O)CCCCn1c(SCC(=O)Nc2ccccc2C(F)(F)F)nc2ccsc2c1=O | 13% | -2% | 4% | -3% | -9% | -41% | 6% | -3 | -2.1% | -2%
CC(=O)c1c(C)oc2ccc(OCc3ccccc3)cc12 | ? | 24% | 15% | 5% | 99% | -8% | 13% | 6 | -0.4% | 8%
Cc1ccc2oc3ccccc3c(=O)c2c1 | nt | nt | nt | 3% | 71% | -1% | 11% | nt | nt | nt
N#CC1=C2N=C(N)c3ccccc3N2C2=C(C(=O)CCC2)C1c1ccccc1F (stereo not given) | -6% | 1% | 0% | -7% | -39% | 4% | 4% | 3 | -0.8% | -3%
NC(=O)C1CCN(C(=O)Cn2cccc2C(=O)c2ccccc2)CC1 | 7% | -5% | nt | -6% | -14% | -2% | 2% | -6 | -0.8% | -8%
CCOc1cc(/C=N/NC(=O)N/N=C/c2ccc(O)c(OCC)c2)ccc1O | nt | nt | nt | -2% | -11% | -2% | 13% | nt | nt | nt

Source: PubChem BioAssay
